Bioassay records deposited in PubChem BioAssay by National Center for Advancing Translational Sciences (NCATS).
Lipid storage S3 – qHTS Assay for Lipid Storage Modulators in Drosophila S3 Cells. Drosophila S3 cells, BODIPY lipid droplet fluorescence, 18-24 h; cells fed with added oleic acid. lipid storage change, negative = inhibition, % at the top dose, mostly 46.1 µM; hits show Potency in µM. 320,000 tested, 0.64% active. AID 2685; active = well fitted inhibition curve with a large enough effect in the signal ratio, with a control signal flat, not every such curve was filed as active; inconclusive = small, poorly fitted or top-dose-only effect, or effect the other way, or a change in a side signal; the % refers to the signal ratio
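Drosophila S3 cells got compounds at several concentrations plus oleic acid (400 uM solution). Laser-scanning cytometry with 488 nm excitation read lipid droplets at 500-530 nm and cells at 575-640 nm. Percent activity was relative to 20 uM Triacsin C.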
Lipid storage S3 cell count max – recorded beside Lipid storage S3, whose call it bears; cell number change, %; measured here: cell count max response;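 cells counted by Cell Tracker Red CMTPX staining in the red channel; peak over a dose series mostly up to 46.1 µM; percent activity relative to internal control wells on each plate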
* marks the source's active call; other numbers are inactive results; i = inactive; ? = inconclusive; / = no result given; [ ] = dose if it differs, or a comment. % is set by controls: 0 for no effect and ±100 for the full control effect; potency is the fitted concentration of half-maximal effect. A portion of the library; the hit share may differ from the screen's.

Values run as follows: Lipid storage S3 | Lipid storage S3 cell count max
> CC(=O)NC1C(=O)N(CCN2CCOCC2)c2ccc(Cl)cc21 (stereo not given)
  14% | 23
> CCOC(=O)NC(c1ccccc1)C1CCCCC1=O (stereo not given)
  ? | /
> CCOC(=O)C(C)n1cnc2c(nnn2-c2ccc(F)cc2)c1=O (stereo not given)
  ? | /
> COc1ccccc1-c1nn2c(C3COc4ccccc4O3)nnc2s1 (stereo not given)
  ? | /
> COC(=O)N/N=C\C=C\c1ccc2c(c1)OCO2
  9% | 5
> Cc1cc(NC(=O)C(C)C)ncc1NC(=O)c1cccc(F)c1
  i | -8
> CCCn1c(C(C)Nc2nc(C)cs2)nc2cc(Cl)c(Cl)cc21 (stereo not given)
  ? | /
> O=C(NN1CCOCC1)c1cc(-c2ccc(Br)s2)nc2ccccc12
  10% | 18
> Cc1ccc(C)c(NC(=O)CN(C)C(=O)c2ccc(S(=O)(=O)N(C)c3ccccc3)cc2)c1
  10% | -17
> Fc1cccc(Cn2ccc(-c3ccc4c(c3)OCO4)n2)c1
  ? | /

Pulled by structure from the entries so far, 2 records:
Values run as follows: Lipid storage S3 | Lipid storage S3 cell count max
> Cc1cc(NC(=O)C(C)C)ncc1NC(=O)c1cccc(F)c1
  i | -8
> CCOC(=O)NC(c1ccccc1)C1CCCCC1=O (stereo not given)
  ? | /

Next results:
Values run as follows: Lipid storage S3 | Lipid storage S3 cell count max
> Cc1ccnc(NC(=O)c2cc3c(=O)oc4ccc(C)cc4c3s2)c1
  ? | /
> COCCCNC(=O)c1cc2c(-c3cccc(OC)c3)nn(C)c2s1
  i | -14
> CC1CCN(c2ccccc2NC(=O)c2ccc([N+](=O)[O-])o2)CC1
  20% | 9
> COc1ccc(Cl)cc1NC(=O)CSc1nc(=O)n(CCN(C)C)c2c1CCCC2
  ? | /
> O=C1c2cccc([N+](=O)[O-])c2C(=O)N1c1c[nH]c(=O)[nH]c1=O
  -11% | -10
> COCCCNc1nc(N)c([N+](=O)[O-])c(Nc2cc(OC)ccc2OC)n1
  ? | /
> COc1ccc(OC)c(C2N(c3cc(C)on3)C(=O)C3CCCN32)c1 (stereo not given)
  ? | /
> Cc1ccc(C)c(NC(=O)c2ccc3ccccc3n2)c1
  ? | /
> Cc1ccccc1C(=O)NC(=S)NCCN1CCOCC1
  10% | -2
> Cc1cc(C)n(C(=O)c2c([N+](=O)[O-])c(C)nn2C)n1
  9% | 6
> O=C(COc1ccc(Br)cc1)Nc1ccc(CN2CCOCC2)cc1
  ? | /
> CCCc1cc(C(=O)N2CCCC(C(=O)c3cc(C)c(OC)c(C)c3)C2)n(C)n1 (stereo not given)
  ? | /
> CC(C)CN(C)C(=O)CCc1nnc(Cc2cccc(C(F)(F)F)c2)o1
  -9% | -5
> Fc1cc(NCc2ccccc2)nc(NCc2ccccc2)n1
  -19% | -23
> COc1ccc(Cl)cc1C(=O)Nc1nnn(C)n1
  ? | /
> CCCN1C2CCCC1CC(NC(=O)c1ccc(F)cc1)C2 (stereo not given)
  12% | -9
> Cc1cc(C(=O)Nc2c(C)nn(Cc3ccccc3Cl)c2C)no1
  7% | -12
> COc1cc(/C=N/n2nnnc2N)ccc1OC(C)=O
  ? | /
> CC(NC(=O)c1ccc(Cl)cc1)C(=O)N1CCCCC1 (stereo not given)
  ? | /
> Cn1nnc2cc(C(=O)Nc3ccccc3)ccc21
  i | /
> COc1ccc(C(=O)/C=C/Nc2ccc(S(=O)(=O)Nc3nc(C)cc(C)n3)cc2)cc1OC
  ? | /
> COc1ccc(-c2cc(C(F)(F)F)n3ncc(C(=O)Nc4c(C)n(C)n(-c5ccccc5)c4=O)c3n2)cc1
  7% | -9
> COc1ccc(-c2csc(NC(=O)c3c(C)noc3C)n2)cc1F
  ? | /
> COc1cccc(C(=O)Cn2c(=O)n(CC3CCCO3)c(=O)c3ccccc32)c1 (stereo not given)
  ? | /
> O=S(=O)(N1CCCCC1)N1CCCN(S(=O)(=O)N2CCCCC2)CC1
  i | -10
> CCN1C(=O)[C@H]2[C@@H](c3ccc(-c4ccc(F)cc4)cc3)N[C@@](CC(C)C)(C(=O)OC)[C@H]2C1=O
  ? | /
> C=CCn1cccc(C(=O)Nc2ccc(Cl)cc2)c1=O
  8% | 7
> O=C(c1cc(-c2ccccc2O)on1)N1CCc2ccccc2C1
  20%[9.22 µM] | /
> CCCOC(=O)c1cc(NC(=O)/C=C/c2ccccc2)ccc1O
  ? | /
> CCN1C(=O)S/C(=C/c2ccc(Oc3ccc([N+](=O)[O-])cn3)c(OC)c2)C1=O
  11% | 4
> CC(NC(=O)c1ccc(Cl)c(Cl)c1)c1ccc(-c2ccccc2)cc1 (stereo not given)
  ? | /
> Cc1ccccc1C(=O)Oc1cccc2c(O)cccc12
  ? | /
> CN(Cc1ccc(F)cc1)C(=O)C(Cc1ccccc1)NC(=O)c1ccccc1 (stereo not given)
  10% | 7
> Cc1ccc(NC(=O)c2cc(-c3ccc4c(c3)OCO4)on2)cc1
  -23% | 4
> CC1CCCC/C1=N\Nc1ccc(S(N)(=O)=O)cc1[N+](=O)[O-] (stereo not given)
  ? | /
> Cc1ccccc1/C=N/Nc1ccc(Cl)nn1
  i | 118
> Cc1cc(Br)ccc1NC(=O)C1CCCO1 (stereo not given)
  i | /
> COc1ccccc1NC(=O)C(C)OC(=O)/C(=C/c1ccccc1)NC(C)=O (stereo not given)
  ? | /
> O=C(Nc1ccc(O)c(-c2nc3ccccc3s2)c1)c1cc(=O)c2ccccc2o1
  ? | /
> CN(C)S(=O)(=O)c1ccc(C(=O)Nc2cccc(C(=O)N3CCOCC3)c2)cc1
  i | /

A second format for part of the listing above.
Cc1ccccc1/C=N/Nc1ccc(Cl)nn1
  Lipid storage S3: i
  Lipid storage S3 cell count max: 118

Cc1ccc(NC(=O)c2cc(-c3ccc4c(c3)OCO4)on2)cc1
  Lipid storage S3: -23%
  Lipid storage S3 cell count max: 4

CC1CCCC/C1=N\Nc1ccc(S(N)(=O)=O)cc1[N+](=O)[O-] (stereo not given)
  Lipid storage S3: ?
  Lipid storage S3 cell count max: /

O=C(Nc1ccc(O)c(-c2nc3ccccc3s2)c1)c1cc(=O)c2ccccc2o1
  Lipid storage S3: ?
  Lipid storage S3 cell count max: /

The list continues:
Values run as follows: Lipid storage S3 | Lipid storage S3 cell count max
> O=C(NCc1ccc(F)cc1)c1cccc(S(=O)(=O)N2CCCC2)c1
  8% | -19
> COc1cc(/C=N/NC(=O)c2ccc(N)cc2)ccc1OC(=O)c1cccc(C)c1
  ? | /
> O=CC1=C(N2CCOCC2)/C(=C/c2ccc(Cl)cc2)CC1
  ? | /
> CN(C)CC(C)(C)CNC(=O)c1cc(Br)cc(Br)c1O
  ? | /
> CCc1nnc(NC(=O)C=C(C)C)s1
  16% | 15
> COC(=O)c1ccc(C2CC(=O)Nc3cc(OC)c(OC)c(OC)c32)cc1 (stereo not given)
  ? | /
> CCc1ccc(N2CCN(CCNC(=O)Nc3ccccc3)CC2)cc1
  -6% | 10
> c1cnc2ccc3ncccc3c2c1
  7% | 11
> CC(=O)Nc1cccc(Oc2cc(C#N)c(C#N)cc2N2CCCCCC2)c1
  i | /
> COc1ccc(-c2c(-c3ccc(O)cc3O)n[nH]c2C(F)(F)F)cc1
  ? | /
> O=C(CN1CCOCC1)N/N=C/c1ccc(-c2cccc(Cl)c2Cl)o1
  ? | /
> COc1cccc(CN2CCN(Cc3cccc4c3OCO4)CC2CCO)c1 (stereo not given)
  ? | /
> Cc1cccc(SC2CCN(C(=O)C3CCC(=O)N(C4CC4)C3)CC2)c1 (stereo not given)
  ? | /
> CSC1=N/C(=C\c2c(F)cccc2Cl)C(=O)S1
  -9% | -3
> N=C1C(c2ccccc2)=C(O)CN1c1ccccc1N1CCOCC1
  ? | /
> CCCS(=O)(=O)c1c(S(=O)(=O)CCC)c2c(N)cccn2c1C(=O)c1ccc(Br)cc1
  ? | /
> COc1ccc(C(=O)N2CCCC2)cc1
  -38% | -13
> COc1ccc(S(=O)(=O)N2CCN(c3ccccc3)CC2)cc1
  2% | 3
> O=C(Nc1ccccc1Cl)NC1(C(=O)N2CCCC2)CCCCC1
  5% | -1
> Cn1c(=O)cc(SCC(=O)NCCC2=CCCCC2)c2ccccc21
  ? | /
> Cc1ccc(OC(=O)c2ccccc2C(=O)OCC(F)(F)C(F)F)cc1
  ? | /
> CCCc1cc(=O)[nH]c(SCC(=O)N2CCc3ccccc3C2)n1
  i | -12
> COc1ccc(/C=N/NC(=O)COc2cccc3cccnc23)cc1OC
  2% | 7
> COCCn1c(SCC(=O)NNC(=O)c2ccc(OC)c(OC)c2)nc2ccccc2c1=O
  -10% | /
> C/C(=N\N=C1/NC(=O)C(C)S1)c1ccco1 (stereo not given)
  -14% | 12
> O=C(CSc1nnc(-c2ccncc2)n1-c1ccc(Cl)cc1)Nc1ccc(C(=O)O)cc1
  -2% | 3
> Cc1ccc(N(C(=O)c2csnn2)C(C(=O)NC2CCCC2)c2ccccn2)cc1 (stereo not given)
  ? | /
> COc1ccc(NC(=S)N(CCCN2CCCCC2)Cc2cccs2)cc1
  20% | 6
> CCN(CC(=O)Nc1ccccc1OC)C(=O)CSCc1c(C)noc1C
  11% | -5
> Cc1ccc(Sc2cc(C)nc(-c3ccccn3)n2)cc1
  7% | -13
> CCOCCCn1c(SCC(=O)Nc2cc(C(C)(C)C)nn2-c2ccccc2)nc2ccccc2c1=O
  -23% | 3
> C=Cn1cc[n+](CC(=O)c2ccc(Cl)c(Cl)c2)c1
  ? | /
> CN(C)c1nc(SCCOC(=O)Nc2ccccc2)nc(N(C)C)n1
  ? | /
> Cc1ccc(C(=O)NC(=S)NCc2cccnc2)c(C)c1
  ? | /
> Oc1ccc(CCC2CCCCN2Cc2nc(C3CC3)no2)cc1 (stereo not given)
  -1% | -5
> O=C(NCc1cccs1)c1csc2c1CCCCC2
  -12% | -10
> O=C(N/N=C/c1ccc[nH]1)c1cc(-c2ccc(Cl)cc2)nc2ccccc12
  ? | /
> CCOc1ccc(NC(=O)CN(C)C(=O)/C=C/c2ccco2)cc1OCC
  ? | /
> CC(C)Cc1ccc(C(C)C(N)=NCCc2ccccc2)cc1 (stereo not given)
  ? | /
> CCCCNC(C(=O)Nc1ccc(Cl)c([N+](=O)[O-])c1)c1ccccc1 (stereo not given)
  -14% | -10
> COc1ccc(C2NC(=S)N(c3ccccc3)C(C)=C2C(=O)Nc2ccccc2)cc1 (stereo not given)
  ? | /
> Cc1ccnc(NS(=O)(=O)c2ccc(NC(=O)Cc3cccs3)cc2)n1
  -3% | /
> Cc1cc(C)c(C#N)c(SCC(=O)Nc2ccccc2C)n1
  i | /
> COC(=O)C1=C(C)NC(=O)/C1=C\c1cc(C)n(-c2ccc(F)cc2)c1C
  ? | /
> CC(C)NC(=O)NC(=O)COc1cccc2c1OC(C)(C)C2
  8% | 1
> CCOc1ccc(C(=O)Cc2cc3cccc(OC)c3oc2=O)cc1
  7% | 11
> Cc1nn(-c2ccccc2)c(N2CCCCC2)c1/C=N/O
  ? | /
> Cc1cc(NC(=O)CCCC(=O)O)nc(C)n1
  -23% | -21
> Cc1ccc(NC(=O)CSCC(=O)N2CCN(C(=O)c3ccco3)CC2)cc1
  ? | /
> CN(Cc1ccccc1)C(=O)c1ccco1
  13% | /

Further records follow.
Values run as follows: Lipid storage S3 | Lipid storage S3 cell count max
> O=C(c1ccc(CN2CCOCC2)cc1)N1CCC(Cc2ccccc2)CC1
  13% | 10
> CC1CCN(C(=O)c2ccc(NC(=O)c3cccs3)cc2)CC1
  0% | 9
> COCc1nnc(NS(=O)(=O)c2ccc(F)cc2)s1
  6% | -5
> COc1ccc(N/N=C(\C#N)C(=O)NCCc2ccc(OC)c(OC)c2)cc1
  1% | 22
> O=C1CNC(=O)N1Cc1ccc(Br)cc1
  i | 3
> CCCn1c(SCC(=O)Nc2nnc(C)s2)nnc1-c1ccoc1C
  9% | -14
> CCc1ccc2c(COC(=O)CNS(=O)(=O)c3ccc(NC(C)=O)cc3)cc(=O)oc2c1
  ? | /
> O=C(CNC(=O)Cc1ccccc1)NCc1cccs1
  21% | -5
> CC[C@H](C)Cc1cn([C@@H](CCCN=C(NC(=O)OC(C)(C)C)NC(=O)OC(C)(C)C)C(=O)NCCCCCCCCCCC(=O)N2CCN(C(=O)OC(C)(C)C)CC2)nn1
  ? | /
> Cc1ccc(NC(=O)C(NS(=O)(=O)c2cccc3nsnc23)C(C)C)nc1 (stereo not given)
  ? | /
> COc1ccc2nc(SCC(=O)c3c(N)n(C4CC4)c(=O)[nH]c3=O)[nH]c2c1
  10% | 9
> COc1ccc(C)cc1S(=O)(=O)N(CC(=O)Nc1cccc([N+](=O)[O-])c1)c1ccc(C)cc1
  -3% | -7
> O=C(/C=C/c1ccc(OC(F)F)cc1)Nc1cccc(S(=O)(=O)N2CCOCC2)c1
  ? | /
> c1ccc(CSc2nnc(NC3=NCCCCC3)s2)cc1
  26% | -1
> CN(C(=O)COC(=O)c1ccc(Br)c([N+](=O)[O-])c1)c1c(N)n(Cc2ccccc2)c(=O)[nH]c1=O
  ? | /
> CC(NC(=O)Nc1ccc(Br)cc1)C(C)(C)C (stereo not given)
  ? | /
> OCCN(CCCn1c(-c2ccncc2)nc2ccccc21)c1nc(CN2CCCCC2)cs1
  ? | /
> c1cn(CCCNC2=NCCCCC2)cn1
  ? | /
> O=C(NNC(=O)c1ccc(Oc2cc(Cl)cc(Cl)c2)o1)c1ccccc1
  -16% | -12
> NC(=O)CSc1oc(-c2cccs2)nc1S(=O)(=O)c1ccccc1
  ? | /
> CCc1cc(C(=O)NCC(c2ccc(OC)cc2)N2CCOCC2)sc1C (stereo not given)
  ? | /
